# West Nile virus CPE: West Nile virus antiviral activity, cell-based, CPE readout (AID 1621) | West Nile virus-infected cells, CPE inhibition; higher % means a stronger effect | one-dose CPE inhibition, % at 10 µM; IC50 in µM for titrated hits | hit rate 0.02% among 290,000; in the data active means a potency from the dose series; inconclusive means CPE inhibition mostly from about 3.7% at the one dose, without a potency; inactive means the rest, 99 in 100 with CPE inhibition below about 2.2%; further: strong numbers were not always called active
# Siah-1 displacement: blockers of Siah-1 interaction with plectin peptide – biochemical, fluorescence polarization, rhodamine-plectin, uHTS, primary screen (AID 1817); hit rate 0.02% among 290,000; Siah-1 / rhodamine-plectin peptide fluorescence polarization; higher % means a stronger effect; displacement, % at 20 µM; hits with a dose series show IC50 in µM;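 active means displacement of at least 50% at 20 µM, with a fluorescence ratio check between 0.3 and a set limit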;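 further: plate controls were Siah plus tracer with DMSO for no effect and tracer alone without Siah for full effect; strong numbers were not always called active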
# NTR1 agonist: NTR1-driven beta-arrestin-GFP spot formation – imaging, U2OS cells, high content, primary screen (AID 493036). P30989. agonist mode. activation, % at 20 µM. hit rate 0.17% among 330,000;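 active means activation at or above 40% of the spot to cytoplasm intensity ratio, with at least 20 cells analyzed; inconclusive means wells under 20 cells, flagged as cytotoxic or low count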;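 further: 0% = DMSO without peptide and 100% = 100 nM NTR1 peptide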
# Target sequence (P30989 whole entry, looked up): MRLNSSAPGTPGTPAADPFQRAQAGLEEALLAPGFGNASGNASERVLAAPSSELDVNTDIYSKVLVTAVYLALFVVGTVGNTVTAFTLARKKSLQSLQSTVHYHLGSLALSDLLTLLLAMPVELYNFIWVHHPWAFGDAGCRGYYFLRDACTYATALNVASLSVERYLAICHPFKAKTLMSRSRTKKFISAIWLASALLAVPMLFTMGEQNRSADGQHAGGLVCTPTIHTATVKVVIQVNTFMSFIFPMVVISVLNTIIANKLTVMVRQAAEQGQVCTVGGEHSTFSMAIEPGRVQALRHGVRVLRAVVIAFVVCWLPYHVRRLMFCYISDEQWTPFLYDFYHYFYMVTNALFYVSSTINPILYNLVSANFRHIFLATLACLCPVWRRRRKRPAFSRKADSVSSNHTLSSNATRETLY
# UTI89 phage lysis: protection from phage-mediated lysis, alamar blue read-out – E. coli UTI89, K1F phage, bacterial capsule biogenesis inhibitors (AID 488966) | E. coli UTI89 K1F phage lysis, alamar blue, 2 h; higher % means a stronger effect | inhibition, % at 100 µM, or IC50 in µM where a hit was titrated | hit rate 0.02% among 340,000;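 active means phage lysis inhibition, versus mean bacterial control, above a set limit; inconclusive means no clear call, values can overlap the other calls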;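 further: capsule biogenesis inhibitors block K1F phage lysis so surviving cells raise fluorescence; higher fluorescence means more inhibition of phage lysis; actives were called in the ten point dose series up to 300 µM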
# AID2073: inhibitors of Mint1-CaV2.2 protein interaction, biochemical, HTRF (AID 2073). HTRF protein-protein interaction, Mint1-CaV2.2; higher % means a stronger effect. inhibition, % at 20 µM; hits with a dose series show IC50 in µM. hit rate 0.19% among 290,000; in the data active means inhibition mostly above about 51%, no sharp cut-off; inconclusive means no clear call, values can overlap the other calls; inactive means mostly below about 53%; further: some results filed as inactive read as strong as hits
# NS5 inhibitors: Dengue-2 NS5 methyltransferase inhibitors, primary screen, biochemical, confirmation dose response (AID 588689). Dengue-2 NS5 methyltransferase capping enzyme assay, biochemical; higher % means a stronger effect. inhibition, % at 25 µM; hits with a dose series show IC50 in µM. hit rate 0.3% among 340,000; in the data active means a potency from the dose series; inconclusive means inhibition above about 29% without an active follow-up result
# Large T inhibition: SV40 large T antigen inhibitors, biochemical (AID 1903) | SV40 large T antigen ATPase/helicase inhibition assay; higher % means a stronger effect | inhibition, % at 20 µM; hits with a dose series show IC50 in µM | hit rate 0.39% among 310,000; in the data active means a potency from the dose series; inconclusive means inhibition mostly from about 32% at the one dose, without a potency; inactive means the rest, 99 in 100 with inhibition below about 32%; further: strong numbers were not always called active
# RSV CPE inhibition: inhibition of RSV-induced cytopathic effect – HEp-2 cells, primary 10 µM value included (AID 2391); HEp-2 cells, RSV-induced CPE inhibition; higher % means a stronger effect; CPE inhibition, % at 10 µM, or IC50 in µM where a hit was titrated; hit rate 0.13% among 310,000; in the data active means a potency from the dose series; inconclusive means CPE inhibition mostly from about 23% at the one dose, without a potency; inactive means the rest, 99 in 100 with CPE inhibition below about 21%; further: strong numbers were not always called active
# Rac1 GTP hydrolysis: MgcRacGAP GTPase-activating activity inhibitors, confirmation, biochemical, ADP Hunter fluorescence; MgcRacGAP-stimulated Rac1 GTP hydrolysis, ADP Hunter fluorescence; higher % means a stronger effect; GST-tagged Rac1 F28L mutant substrate; inhibition, % at 30 µM, or IC50 in µM where a hit was titrated; hit rate 0.6% among 340,000; AID 624330;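 active means first-screen hits whose inhibition reached a set limit at any dose in the follow-up dose series; inconclusive means inhibition above the set first-screen limit but never retested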;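 further: fluorescence reports GDP produced by GAP-driven GTP hydrolysis; strong numbers were not always called active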
# NTR1 agonist cell count 20 µM: further read-out of NTR1 agonist, marked with its call; cell count; measured here: cell count, cytotoxicity flag
# NS5 inhibitors pilot replicate: second read-out of NS5 inhibitors, no call of its own (marks repeat the call); inhibition, %; measured here: pilot screen replicate inhibition
# Numbers without * were called inactive; u = inconclusive; x = not tested or not shown; [ ] = remark or other dose.
SMILES,West Nile virus CPE,Siah-1 displacement,NTR1 agonist,NTR1 agonist cell count 20 µM,UTI89 phage lysis,AID2073,NS5 inhibitors,Large T inhibition,RSV CPE inhibition,Rac1 GTP hydrolysis,others
Cn1c(=O)c2c(nc(NCCNC(=O)c3ccco3)n2Cc2ccccc2Cl)n(C)c1=O,-0.2%,4%,-1.7,83,1.4%,7%,-7%,8%,-0.1%,2%,
CC(=O)N1CCN=C1SCc1ccc(Cl)cc1,-0.1%,14%,-0.1,58,-2.9%,0%,-6%,-2%,3.2%,-5%,
CN(C)CCOCCP(=O)(c1ccccc1)c1ccccc1,0.6%,2%,-3.0,72,0.8%,17%,10%,6%,1.4%,4%,NS5 inhibitors pilot replicate=-3.3
CCCCCCCCCCOC(=O)Cn1c(COc2cccc(C)c2)[n+](C)c2ccccc21,0.6%,4%,19,45,-0.6%,24%,-1%,19%,-0.8%,19%,
Cc1ccc(NC(=O)COC(=O)c2sccc2C)cc1S(=O)(=O)N1CCOCC1,0.1%,19%,2.2,87,-0.1%,12%,-5%,2%,2.3%,18%,
Cc1ccc(NC(=O)C(C)Sc2nnc(C)n2C2CC2)cc1S(=O)(=O)N1CCOCC1 (stereo not drawn),x,x,-2.0,46,-0.8%,x,-8%,x,0.0%,7%,
CCCn1c(SCC(=O)Nc2nc3ccccc3s2)nc2c1c(=O)n(C)c(=O)n2C,-0.8%,-1%,-1.1,71,-0.7%,5%,3%,-1%,0.8%,2%,
Cn1c(SCc2cccc(C(F)(F)F)c2)nnc1-c1ccco1,-0.4%,2%,-0.8,95,1.5%,2%,-6%,16%,1.1%,0%,
COCCNC(=S)N1CCN(c2nc(-c3cccc(OC)c3)cs2)CC1,-0.4%,8%,2.3,61,0.1%,-13%,-7%,11%,17%,15%,
CC1CCCN(CCC(=O)c2ccc(Br)cc2)C1 (stereo not drawn),1.2%,4%,1.4,52,0.1%,-11%,-19%,0%,0.9%,9%,
CC(C)CN(C(=O)CSc1nnc2ccccn12)c1c(N)n(CC(C)C)c(=O)[nH]c1=O,0.4%,-6%,-1.6,39,0.3%,6%,2%,3%,0.7%,6%,
CN1CCN(C(=O)CN(CCc2ccccc2)S(C)(=O)=O)CC1,-0.1%,-1%,0.0,58,-2.4%,7%,-2%,0%,-0.3%,1%,
O=C(Nc1ccc(Cl)c(Cl)c1)N(Cc1cccnc1)Cc1ccco1,x,-1%,1.3,50,1.0%,-3%,-4%,0%,6.8%,1%,
NC(=O)c1nsc(C(=O)N(Cc2ccc(F)cc2)C(C(=O)NCC2CCCO2)c2ccc(O)cc2)c1N (stereo not drawn),0.1%,-2%,2.0,44,0.2%,0%,-6%,x,x,13%,
CCN(C(=O)COC(=O)c1cc(-c2ccccc2)nc2ccc(Br)cc12)C1CCS(=O)(=O)C1 (stereo not drawn),0.1%,3%,9.5,71,0.2%,23%,-6%,3%,8.2%,0%,
O=C(CSc1nnc(NCc2ccccc2)s1)N1CCOCC1,-0.1%,2%,2.6,74,0.3%,2%,-7%,0%,-0.2%,7%,
COc1ccc(NC(=O)c2cccnc2Sc2ccccc2)c(OC)c1,-0.1%,6%,2.2,58,1.1%[50 µM],-11%,-5%,12%,1.9%,-2%,
COc1ccccc1CNC(=O)CN1C(=O)NC2(CCCc3sccc32)C1=O (stereo not drawn),x,x,-1.6,56,0.1%[50 µM],x,0%,x,0.2%,-1%,
O=C(CCC(=O)N1CCN(Cc2ccc(F)cc2)CC1)Nc1nnc(C(F)(F)F)s1,-0.8%,2%,3.7,54,-7.6%,9%,-4%,14%,1.2%,5%,
O=c1cc(CSc2ccccn2)c2ccccc2[nH]1,0.5%,0%,-2.7,91,1.4%,6%,-2%,23%,22%,3%,
CC1(C)COCN1C(=O)c1ccc(C#N)cc1,0.4%,-3%,0.2,68,0.4%,3%,-2%,5%,2.1%,1%,
COc1cc(/C=C2/NC(=O)N(CC(=O)Nc3ccc(C)cc3)C2=O)ccc1Oc1ccc([N+](=O)[O-])cn1,-0.5%,13%,2.6,50,1.6%,42%,-4%,5%,0.3%,6%,
COc1ccc(CCNC(=O)C2CCN(S(=O)(=O)c3ccc(SC)cc3)CC2)cc1,-1.1%,14%,-0.2,60,0.2%,2%,-3%,9%,1.4%,10%,
CCC/C(O)=C1\C(=O)CC(c2ccccc2)CC1=NC(C)C(=O)O (stereo not drawn),0.3%,12%,-1.1,58,2.8%[50 µM],9%,2%,4%,4.6%,5%,
CCN(Cc1ccccc1)S(=O)(=O)c1ccc(C(=O)N(CCCN(C)C)c2nc3cc(C)cc(C)c3s2)cc1,x,x,29,58,-1.2%,x,-1%,8%,-3.6%,8%,
C[C@H]1CN([C@@H](C)CO)C(=O)c2cc(NC(=O)C3CCCCC3)ccc2O[C@H]1CN(C)C(=O)Nc1ccc2c(c1)OCO2,x,x,0.3,70,-0.2%,x,-1%,x,x,10%,
N#C/C(=C(O)\C=C\c1ccccc1)c1nc2ccccc2[nH]1,0.0%,8%,1.5,42,2.6%,u,2%,20%,0.8%,12%,
COc1cc(C(=O)Nc2cccc3cccnc23)cc(OC)c1OC,0.1%,-4%,0.1,49,0.7%[50 µM],-1%,-3%,1%,2.1%,0%,
COc1ccccc1NC1=C(Cl)C(=O)N(c2ccccc2)C1=O,0.4%,12%,1.7,23,4.3%,1%,1%,7%,1.6%,8%,
CCOc1ccc(C(C)(C)C)cc1S(=O)(=O)N1CCOCC1,-0.2%,-5%,0.3,58,0.6%,-2%,3%,4%,2.7%,3%,

# Arranged by molecular weight (ascending): some entries from above.
SMILES,West Nile virus CPE,Siah-1 displacement,NTR1 agonist,NTR1 agonist cell count 20 µM,UTI89 phage lysis,AID2073,NS5 inhibitors,Large T inhibition,RSV CPE inhibition,Rac1 GTP hydrolysis,others
O=c1cc(CSc2ccccn2)c2ccccc2[nH]1,0.5%,0%,-2.7,91,1.4%,6%,-2%,23%,22%,3%,
COc1cc(C(=O)Nc2cccc3cccnc23)cc(OC)c1OC,0.1%,-4%,0.1,49,0.7%[50 µM],-1%,-3%,1%,2.1%,0%,
O=C(CSc1nnc(NCc2ccccc2)s1)N1CCOCC1,-0.1%,2%,2.6,74,0.3%,2%,-7%,0%,-0.2%,7%,
O=C(CCC(=O)N1CCN(Cc2ccc(F)cc2)CC1)Nc1nnc(C(F)(F)F)s1,-0.8%,2%,3.7,54,-7.6%,9%,-4%,14%,1.2%,5%,
COc1ccc(CCNC(=O)C2CCN(S(=O)(=O)c3ccc(SC)cc3)CC2)cc1,-1.1%,14%,-0.2,60,0.2%,2%,-3%,9%,1.4%,10%,
CCN(Cc1ccccc1)S(=O)(=O)c1ccc(C(=O)N(CCCN(C)C)c2nc3cc(C)cc(C)c3s2)cc1,x,x,29,58,-1.2%,x,-1%,8%,-3.6%,8%,

# (list continues)
SMILES,West Nile virus CPE,Siah-1 displacement,NTR1 agonist,NTR1 agonist cell count 20 µM,UTI89 phage lysis,AID2073,NS5 inhibitors,Large T inhibition,RSV CPE inhibition,Rac1 GTP hydrolysis,others
CCC(C)/C(C)=N/NC(=O)C1COc2ccccc2O1 (stereo not drawn),0.1%,-6%,-1.0,72,0.0%,0%,0%,12%,1.2%,5%,
FC(F)(F)c1cc(-c2ccccc2)nc(N2CCCCC2)n1,0.3%,3%,0.2,60,0.6%,-2%,3%,0%,3.3%,6%,
COc1cccc(-c2nc(=S)c3c(o2)CCCC3)c1,-0.2%,-2%,-0.2,37,0.1%,1%,12%,3%,5.0%,5%,
Cc1cccc(CNc2ncnc3ccc(-c4ccc5c(c4)OCO5)cc23)c1,x,x,5.8,64,-0.2%,x,-5%,x,x,4%,
O=c1ccnc2n1COCS2,1.2%,11%,-1.6,56,5.8%,-11%,8%,5%,0.8%,7%,
O=C(NCCSc1ccccc1)c1cncc(Br)c1,0.9%,0%,0.9,42,0.9%,-1%,-6%,10%,8.4%,14%,
CC(NCc1ccc(S(N)(=O)=O)cc1)C(=O)Nc1ccc([N+](=O)[O-])cc1Cl (stereo not drawn),-1.3%,0%,-0.3,51,0.2%,1%,-5%,6%,-0.7%,1%,
O=C(Nc1ccccc1)c1ccc2c(c1)CCN2S(=O)(=O)c1ccccc1,-0.1%,8%,1.0,61,0.7%,-7%,0%,0%,47%,9%,
CCOC(=O)c1c(C)c(C(=O)OCC)n(C)c1C,0.0%,-1%,2.2,82,0.0%,18%,-3%,2%,7.5%,4%,
CN(C)/C=C/c1onc(-c2c(F)cccc2Cl)c1C#N,-0.2%,2%,1.3,85,0.2%,-14%,-13%,7%,0.5%,6%,
COC(=O)[C@]1(C)N[C@H](CN(C)C(=O)Nc2ccc(Cl)cc2)[C@@H]2C(=O)N(C)C(=O)[C@@H]21,x,x,1.1,59,0.4%,x,-5%,x,x,11%,NS5 inhibitors pilot replicate=-6.1
CC(=O)c1ccc(NC(=O)Nc2ncn(Cc3cccc(C)c3)n2)cc1,-0.3%,3%,3.6,81,-0.1%,45%,-8%,5%,1.4%,9%,
Cc1nnsc1C(=O)N1CCCC(Nc2ccc(F)c(F)c2)C1 (stereo not drawn),-0.7%,4%,-1.1,66,0.2%,-2%,-7%,9%,0.9%,6%,
CC[C@]12c3[nH]c4ccccc4c3CCN1C(=O)C(CC(=O)NCc1ccc(OC)c(OC)c1)C[C@@H]2C(=O)N1CCN(C(=O)C2CC2)CC1 (stereo partly drawn),x,x,0.3,52,0.1%,x,-8%,x,x,-4%,NS5 inhibitors pilot replicate=6.1
CCn1c(SCC(=O)N/N=C/C=C/c2ccco2)nnc1-c1ccc(OC)cc1,0.4%,31%,1.5,53,1.1%,28%,6%,32%,5.2%,26%,
CCc1cccc(NC(=O)Cc2ccc([N+](=O)[O-])cc2)c1,-1.3%,6%,-2.9,50,2.9%,-6%,2%,0%,1.9%,9%,
CCOc1ccc(N(Cc2cc3cc(C)ccc3[nH]c2=O)C(=O)COC)cc1,-1.2%,-1%,1.3,61,0.0%,1%,-1%,7%,1.6%,4%,
CNC(=O)/C(=C/c1ccc2c(c1)OCO2)NC(=O)c1ccc(Br)cc1,0.0%,4%,2.1,51,3.1%[50 µM],38%,-5%,-4%,1.1%,7%,
CCOC(=O)c1cc(NC(=O)OC)c(C)nc1C,0.2%,-2%,-0.5,61,0.1%,-5%,-7%,0%,0.6%,16%,
Cc1cccc(C)c1NC(=O)CN(C)C(=O)c1ccc(N2C(=O)CCC2=O)cc1,x,x,-1.3,51,0.8%[50 µM],x,-3%,14%,-0.7%,0%,
COc1ccccc1C(=O)N/C(=C/c1ccco1)C(=O)Nc1cccc(C(=O)O)c1,0.4%,-4%,2.0,38,1.6%,11%,-13%,34%,1.2%,14%,
COc1cc2sc(C)nc2c2sccc12,0.5%,7%,-2.2,49,-1.3%,2%,5%,-2%,17%,2%,
